Screening data: PubChem, National Center for Advancing Translational Sciences (NCATS)
MBNL1-CUG inh: qHTS Assay for Inhibitors of MBNL1-poly(CUG) RNA binding; TR-FRET MBNL1-His/biotin-(CUG)12 binding, 665/545 ratio; 280,000 tested, 0.036% active; Potency, µM (doses to about 57.5 µM), for the others: at the top dose activity change, negative = inhibition, hits mostly inhibitors; AID 2675, 2010; active = well fitted inhibition curve with a large enough effect in the signal ratio, with a control signal flat, not every such curve was filed as active; inconclusive = small, poorly fitted or top-dose-only effect, or effect the other way, or a change in a side signal; inactive = no such curve, though single readings can be large or run the other way; the % refers to the signal ratio; note: potency is the fitted concentration of half-maximal effect; % is set by controls: 0 for no effect and ±100 for the full control effect
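His-tagged MBNL1 binding to biotinylated (CUG)12 RNA was measured by TR-FRET using terbium anti-His antibody (0.055 ng/ul final) and streptavidin-XL665 (5 nM final). Compounds were titrated 92 nM to 58 uM; 60 min at room temperature.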
TSHR antag: Antagonists of the Thyroid Stimulating Hormone Receptor: HTS campaign; activity change, negative = inhibition, % at 11.5 µM; 330,000 tested, 0.2% active; AID 504810, 2011; Thyrotropin receptor (Homo sapiens), P16473; TSHR-expressing cells, TSH-stimulated cAMP HTRF, 2 h; hits give low values;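 active = activity change below a set negative limit, meaning inhibition stronger than a set level, cut at about -70% in these data; inconclusive = activity change between two set negative limits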; note: % is set by controls: 0 for no effect and ±100 for the full control effect
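Freshly harvested TSHR cells receive pin-tooled compound, then EC80 TSH at 4nM final. After 2 hours at 37 deg C, antibody in lysis buffer and cAMP-d2 are added; 30 minutes at ambient temperature precede the HTRF read.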
PKM2 activator: qHTS Assay for Activators of Human Muscle isoform 2 Pyruvate Kinase | Potency, µM (titrated, usually from 57.5 µM), for the others: top-dose activation, hits mostly activators | purified PKM2, Kinase-Glo ATP luminescence, activation; response scale: 0% is enzyme alone, no compound | 260,000 tested, 0.34% active; note: potency is the fitted concentration of half-maximal effect; % is set by controls: 0 for no effect and ±100 for the full control effect; nearly all actives have a fitted effect of over 55% in size
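Purified hPK-M2 (>95% pure) converted ADP (0.1 mM final) to ATP with 0.5 mM PEP in 50 mM imidazole pH7.2, KCl, MgCl2, Tween 20, BSA; 1 h at room temperature. ATP detected by Kinase-Glo luminescence.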
Eya2 phos inh: qHTS Assay for Inhibitors of the Phosphatase Activity of Eya2 | recombinant Eya2, OMFP fluorescence dephosphorylation (OMFP is methylfluorescein phosphate) | Potency, µM (top dose mostly 76.9 µM), for inactives: at the highest dose activity, negative = inhibition, hits mostly inhibitors | Protein phosphatase EYA2 (Homo sapiens), O00167 | AID 488837, 2010 | 330,000 tested, 0.006% active; note: potency is the fitted concentration of half-maximal effect; % is set by controls: 0 for no effect and ±100 for the full control effect
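Eya2 (0.2 uM) preincubated 10 min at ambient with compound, then OMFP substrate added at 50 uM; 10 min reaction in 50 mM HEPES pH 7.5, 50 mM NaCl, 5 uM MgCl2, 0.05% BSA, 1 mM DTT. Fluorescence read at Ex 485/Em 525 nm.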
Menin MLL FP TR: qHTS Assay for Inhibitors Targeting the Menin-MLL Interaction in MLL Related Leukemias: Competition With Texas Red Labeled MLL-derived Mutant Peptide; O00255; Menin + Texas Red MLL mutant peptide, fluorescence polarization; Potency, µM (titrated, usually from 61.6 µM), inactives show at the highest dose FP activity change, negative = inhibition, hits mostly inhibitors; 270,000 tested, 0.23% active; active = well fitted inhibition curve with a large enough effect in the polarisation, with a control signal flat, not every such curve was filed as active; inconclusive = small, poorly fitted or top-dose-only effect, or effect the other way, or a change in a side signal; inactive = no such curve, though single readings can be large or run the other way; the % refers to the polarisation; note: potency is the fitted concentration of half-maximal effect; % of control where 0% means no effect; many of its hits are not listed in these tables
Mito fusion act: qHTS Assay for Small Molecule Inhibitors of Mitochondrial Division or Activators of Mitochondrial Fusion | Potency, µM (top dose mostly 46.1 µM), for inactives: top-dose growth rescue (activation), actives largely listed as activators | 320,000 tested, 0.23% active | AID 485298, 2010 | S. cerevisiae fusion-defective mutant growth rescue, CellTiterGlo 48 h;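 note: potency is the fitted concentration of half-maximal effect; % of control where 0% means no effect; nearly all actives have a fitted effect of over 45% in size; temperature-sensitive fusion mutants such as fzo1-1 at 37 °C on non-fermentable ethanol glycerol medium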
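S. cerevisiae fusion-defective temperature-sensitive mutants (e.g. fzo1-1, mgm1-5) grown 48 h at 37C in YPEG (ethanol/glycerol non-fermentable) medium with 23 nl compound per well; growth rescue read as CellTiterGlo luminescence.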
BCR signal inh: qHTS Assay to Find Inhibitors of Chronic Active B-Cell Receptor Signaling; Potency, µM (titrated, usually from 46.1 µM), for inactives: at the highest dose ratio change, negative = lower green/red ratio, usual class: inhibitors; ABC-DLBCL IkBa-CBG/CBR reporter, luminescence ratio, 4 h; 340,000 tested, 0.05% active; AID 493014, 2011; active = well fitted inhibition curve with a large enough effect in the signal ratio, with a control signal flat, not every such curve was filed as active; inconclusive = small, poorly fitted or top-dose-only effect, or effect the other way, or a change in a side signal; the % refers to the signal ratio;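 note: potency is the fitted concentration of half-maximal effect; plate controls were basal doxycycline-induced cells for no effect and cells given 10 µM MG132 for full effect; MG132 reads +100%, hits lower the ratio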
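Concentration-response series (up to 46 uM) were applied to TMD8 dual-reporter cells for 4 h at 37C with doxycycline. Green/red ratio, after filter-overlap correction, defined %Activity; red signal alone was normalised to basal cells and zero luminescence.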
USP2a inh: qHTS Assay for Inhibitors of Ubiquitin-specific Protease USP2a Using CHOP2 as the Reporter | Potency, µM (series often up to 38.3 µM), without a hit: top-dose activity change, negative = inhibition, most hits filed as inhibitors | 330,000 tested, 0.01% active | USP2 core, Ub-CHOP2 coupled fluorogenic reporter, 485/531;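 note: potency is the fitted concentration of half-maximal effect; plate controls were DMSO wells for no effect and full inhibition by NEM control for full effect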
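Deubiquitinase activity read as fluorescence (485/531 nm) after Ub-CHOP2 cleavage activates the enterokinase reporter on its substrate; USP2 core 10nM, Ub-CHOP2 and substrate 25nM each, 30min compound preincubation then 60min RT; data normalized to NEM, curves fitted.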
hERG WT inh: qHTS for Inhibitors of KCHN2 3.1: Wildtype qHTS; U2OS, BacMam KCNH2, thallium flux FluxOr; hits give low values; activity change, % at 1.84 µM; 340,000 tested, 0.37% active;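 active = maximum activity change below -70%; inconclusive = maximum activity change between -70% and -50%; inactive = maximum activity change above -50%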; note: % is set by controls: 0 for no effect and ±100 for the full control effect
Target sequence (Q12809 whole entry, looked up): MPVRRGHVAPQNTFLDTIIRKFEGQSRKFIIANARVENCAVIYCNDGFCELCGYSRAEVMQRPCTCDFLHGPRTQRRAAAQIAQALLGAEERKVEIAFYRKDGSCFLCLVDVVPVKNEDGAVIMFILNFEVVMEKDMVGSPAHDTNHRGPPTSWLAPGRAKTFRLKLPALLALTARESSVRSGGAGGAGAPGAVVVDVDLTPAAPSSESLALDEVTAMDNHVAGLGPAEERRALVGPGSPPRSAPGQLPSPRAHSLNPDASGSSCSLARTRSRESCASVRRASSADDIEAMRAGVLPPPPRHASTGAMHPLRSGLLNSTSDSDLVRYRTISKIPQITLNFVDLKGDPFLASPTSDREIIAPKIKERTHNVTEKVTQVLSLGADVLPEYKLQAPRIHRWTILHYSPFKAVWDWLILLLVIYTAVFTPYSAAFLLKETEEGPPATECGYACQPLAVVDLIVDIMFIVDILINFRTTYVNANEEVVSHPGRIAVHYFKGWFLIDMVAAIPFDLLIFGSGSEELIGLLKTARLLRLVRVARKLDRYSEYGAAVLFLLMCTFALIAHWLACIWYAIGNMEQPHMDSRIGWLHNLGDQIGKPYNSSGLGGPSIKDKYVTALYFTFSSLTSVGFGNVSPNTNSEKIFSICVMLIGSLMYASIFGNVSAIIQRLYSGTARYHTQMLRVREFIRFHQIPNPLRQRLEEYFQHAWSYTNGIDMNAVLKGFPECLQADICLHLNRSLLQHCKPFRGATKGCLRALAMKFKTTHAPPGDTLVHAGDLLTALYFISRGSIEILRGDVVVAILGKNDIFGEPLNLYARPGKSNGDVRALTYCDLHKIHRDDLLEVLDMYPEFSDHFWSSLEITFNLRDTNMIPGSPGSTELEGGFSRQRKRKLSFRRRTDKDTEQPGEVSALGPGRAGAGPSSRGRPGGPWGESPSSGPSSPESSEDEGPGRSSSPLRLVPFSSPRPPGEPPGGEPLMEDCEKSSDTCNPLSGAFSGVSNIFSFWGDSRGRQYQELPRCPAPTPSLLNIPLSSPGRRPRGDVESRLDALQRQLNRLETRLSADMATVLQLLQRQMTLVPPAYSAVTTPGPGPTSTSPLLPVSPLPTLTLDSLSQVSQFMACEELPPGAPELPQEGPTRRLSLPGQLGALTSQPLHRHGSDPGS
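U2OS cells transduced with wild-type KCNH2 virus are loaded with FluxOr dye for 45 min, and thallium flux is measured in kinetic reads before and after stimulation buffer. Rate constants are normalized to DMSO controls.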
ASM inhibitor: Inhibitors of Secretory Acid Sphingomyelinase (S-ASM): qHTS; Sphingomyelin phosphodiesterase (Homo sapiens), P17405; placental ASM, HMU-PC fluorogenic substrate, 60 min; Potency, µM (series often up to 57.5 µM), inactives show at the highest dose activity change, negative = inhibition, actives largely listed as inhibitors; 340,000 tested, 0.006% active; AID 504937, 2011; note: potency is the fitted concentration of half-maximal effect
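Human placenta-derived ASM enzyme was preincubated with compound for 10 minutes at room temperature, then given fluorogenic substrate HMU-PC0 (9 uM final) for 60 minutes at 37 °C; a pH 10 stop preceded fluorescence reading at Ex 386/Em 447 nm.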
GALK inh: qHTS Assay for Inhibitors of Human Galactokinase (GALK); Potency, µM (doses to about 57.5 µM), inactives show top-dose activity change, negative = inhibition, usual class: inhibitors; AID 1868, 2009; 270,000 tested, 0.007% active; P51570; Purified GALK, Kinase-Glo residual ATP luminescence; note: potency is the fitted concentration of half-maximal effect; % is set by controls: 0 for no effect and ±100 for the full control effect
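Compounds were pin-transferred into ATP buffer (35 uM final), then GALK plus galactose (5 nM, 100 uM final) was added. After 1 h at room temperature, Kinase-Glo Plus was added and luminescence read after 10 min.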
Active calls of the source: *; ? = inconclusive; nt = not tested or not shown; & = joins results of further samples; [ ] = remark or other dose. Unless noted, calls come from the whole dose curve; as a rule, active = well fitted curve in the direction sought with a large enough effect; inconclusive = small, poorly fitted or top-dose-only effect, or another doubt; inactive = no such curve, though single readings can be large; an effect the other way counts as inactive or inconclusive. These rows are one share of the data (hit frequency here may not be typical).

SMILES	MBNL1-CUG inh	TSHR antag	PKM2 activator	Eya2 phos inh	Menin MLL FP TR	Mito fusion act	BCR signal inh	USP2a inh	hERG WT inh	ASM inhibitor	GALK inh
N#Cc1cccc(NC(=O)COC(=O)C2CCC2)c1	nt	14	nt	-13%	nt	4%	-11%	0%	0	-1%	nt
COC(=O)c1sccc1NC(=O)c1ccoc1C	-12%	-18	-4%	-3%	0%	9%	4%	4%	-15	-1%	7%
Cc1nc(N2CCN(C(=O)c3cccs3)CC2)c2c3c(sc2n1)CCCC3	-4%	-15	nt	12%	-29%	28%	-7%	1%	-2	0%	-3%
COC(=O)c1sc(NC(=O)c2ccncc2)nc1C	2%	2	-23%	-4%	5%	1%	?	2%	-4	-5%	7%
O=C(CN1C(=O)CSc2cc(S(=O)(=O)N3CCCCCC3)ccc21)NCCc1ccccc1	20%	2	5%	3%	-13%	5%	-3%	-9%	-11	-4%	nt
CCOc1ccccc1/C=C(/C#N)C(N)=O	4%	-25	5%	5%	-21%	1%	-2%	3%	-1	7%	0%
CCOc1ccc(NS(=O)(=O)c2ccc(OCC(=O)NCc3ccncc3)cc2)cc1	-5%	1	-6%	2%	nt	-3%	-1%	0%	-17	0%	-6%
CN(C)C(=O)CSc1nnc(Cc2ccc([N+](=O)[O-])cc2)o1	?	8	2%	4%	18%	1%	10%	2%	-2	-1%	-2%
Cc1ccccc1NC(=O)C(C)c1cccc(C(=O)c2ccccc2)c1 (configuration not stated)	-12%	-3	-1%	3%	-4%	8%	2%	0%	9	-6%	-4%
CCC(Oc1ccccc1)C(=O)Nc1ccc(S(=O)(=O)Nc2cnc3ccccc3n2)cc1 (configuration not stated)	2%	-15	3%	?	0%	4%	-2%	4%	1	46%[activator]	-1%
Cc1ccc(-c2nc(N/N=C/c3cccc([N+](=O)[O-])c3)c3ccccc3n2)cc1	2%	-5	-1%	6%	-2%	11%	9%	7%	-18	-1%	-3%
C[C@@H]1CN([C@H](C)CO)C(=O)c2cc(NC(=O)Nc3ccc(C(F)(F)F)cc3)ccc2O[C@H]1CN(C)S(=O)(=O)c1ccccc1	nt	-4	nt	4%	nt	nt	8%	-4%	-2	-20%	nt
CCc1ccc(N(CC(=O)NC(C)(C)C)C(=O)CNC(=O)c2cccs2)cc1	-2%	2	nt	6%	-9%	1%	2%	1%	4	-4%	-3%
Cc1ccc(S(=O)(=O)NCC(=O)OCc2cc(=O)oc3c(C)c(C)ccc23)cc1C	nt	-6	nt	2%	nt	2%	2%	2%	6	-11%	nt
CN(C)CC/C=C1/c2ccccc2Sc2c(O)cc(Cl)cc21	-4%	27	-22%	9%	?	5%	-7%	-6%	14	-1%	0%
N#Cc1cccc(C(=O)Nc2cc(S(=O)(=O)N3CCOCC3)ccc2N2CCCC2)c1	nt	0	nt	-30%	nt	nt	-6%	3%	2	6%	nt
Cc1ccc2c(c1)N(Cc1cccc(C#N)c1)C=NS2(=O)=O	3%	0	nt	-7%	0%	11%	-6%	-2%	10	4%	nt
Cc1ccc(S(=O)(=O)Cc2ccc(C(=O)NCCc3ccccc3)o2)cc1	1%	-4	nt	8%	-5%	-1%	0%	6%	0	4%	-1%
NC(N)=NC(N)=Nc1cccc(Cl)c1	-7%	-7&5	3%	-7%&9%	-1%	7%&-19%	-2%	-1%	-2	-3%	2%
CCn1c(-c2nonc2NC(=O)c2ccccc2)nc2ccccc21	-6%	-7	2%	-2%	-11%	4%	?	-1%	0	-7%	5%
Cc1ccc(C)n1-c1sccc1C(=O)O	12%	-1	1%	-1%	?	2%	10%	3%	-5	-22%	-3%
Cc1cnc(C(=O)OCC(=O)Nc2ncc(Cl)cc2Cl)cn1	nt	23	nt	-2%	nt	-3%	1%	0%	8	-2%	nt
CCOC(=O)N1CCC(Nc2c(N3CCN(c4cccc(C(F)(F)F)c4)CC3)c(=O)c2=O)CC1	16%	-4	17%	-14%	-7%	1%	-6%	1%	-50	-1%	3%
CC(=O)C1=C(C)NC(SCC(N)=O)=C(C#N)C1c1sccc1C (configuration not stated)	9%	16	0%	1%	22%	2%	10%	-1%	-8	53%[activator]	-4%
COCc1cc(C)nc2sc(C(=O)OC(C)C)c(N)c12	22%	-4	3%	12%	3%	21%	11%	2%	-11	209%[activator]	1%
CN(CCNC(=O)c1ccc(CS(=O)(=O)c2ccc(Br)cc2)o1)CCc1ccccc1	-7%	-2	nt	2%	nt	0%	?	3%	33	2%	-1%
COC(=O)c1[nH]c2cc(OC)ccc2c1NC(=O)c1ccc2c(c1)OCO2	4%	-9	-3%	-18%	?	1%	0%	0%	-16	-15%	2%
CCn1c(C)cc2c(c1=O)C(c1ccccc1)C(C(=O)OC)=C(N)O2 (configuration not stated)	-2%	-7	-6%	-15%	-16%	-2%	-11%	0%	0	27%	2%
Cc1cc(NC(=O)c2oc3ccccc3c2C)ccc1-n1cnnn1	-6%	2	4%	10%	32%[activator]	2%	8%	2%	2	-16%	-4%
O=C(/C=C/c1cccs1)Nc1sc2c(c1C(=O)O)CCCC2	?	-14	-1%	3%	?	?	?	-2%	-10	-5%	-13%
CSc1ccccc1C(=O)N1CCN(S(=O)(=O)c2sc(C(=O)O)c(C)c2C(=O)O)CC1	nt	-11	nt	18%	nt	3%	5%	-1%	-31	1%	nt
NCCCN1CCOCC1	-2%	4	0%	0%	1%	3%	9%	8%	7	2%	1%
Cc1c(NC(=O)CSc2ncccn2)c(=O)n(-c2ccccc2)n1C	nt	-2	-6%	-8%	-9%	-1%	15%	2%	-11	4%	9%
COc1cc(/C=C2\CCCc3c2nc2ccccc2c3C(=O)O)cc([N+](=O)[O-])c1O	?	-6	nt	-7%	?	-7%	8%	-5%	2	0%	3%
Cn1c(-c2c(N)n(CCc3ccccc3)c3nc4ccccc4nc23)nc2ccccc21	38%[activator]	0	-2%	-1%	?	24%	?	-13%	-2	-1%	2%
COc1ccccc1N1CCN(Cc2cc3c(cc2Br)OCCO3)CC1	-28%	-6	3%	-3%	9%	26%	4%	-1%	-17	-1%	1%
O=C(Nc1nnc(C2CC2)s1)C1CCCCC1	nt	1	nt	16%	nt	2%	3%	2%	54	0%	nt
O=C1CSC(c2cccc(F)c2)N1c1c(F)cccc1F (configuration not stated)	2%	-6	nt	0%	-17%	-18%	-5%	-2%	6	1%	nt
COC(=O)CN1C(=O)COc2ccc(S(=O)(=O)N3CCCCCC3)cc21	-3%	2	nt	9%	-4%	22%	7%	0%	-4	3%	8%
C/C(=N/N=C1/NC(=O)CC(C(=O)Nc2ccccc2)S1)c1cccs1 (configuration not stated)	nt	-3	5%	-7%	?	1%	2%	1%	-9	-22%	0%
CCCC(=O)Nc1sc(C)c(-c2ccc(C(C)CC)cc2)c1C#N (configuration not stated)	-6%	?	4%	3%	nt	0%	21%	-1%	5	-2%	-6%
CCc1nc2ccccc2c(=O)n1NC(=O)c1c(O)c2ccccc2[nH]c1=O	0%	20	-15%	10%	?	0%	0%	3%	5	0%	-1%
